Compound activity: PubChem BioAssay, School of Medicine, Boston University
PL biosyn Enam: phospholipid synthesis inhibitors, CHO cells, primary screen, ZR-82 cells, Enamine library, screen 3. ZR-82 CHO cells, pyrene fatty acid UV survival, CellTiter Blue; peroxisome-deficient CHO-K1 mutant line; plus DGAT-1, DGAT-2 and ACAT inhibitors. calls only at 10 µM. 0.4% of 20,000 active. AID 1347385, 2020;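 active = cell survival signal 2 SD away from solvent-only control wells, confirmed on one or two retests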;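 note: 3 h compound exposure then viability read about one day after UV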
Calls only. This is a subset; rates above refer to the full screens.

`CC(N/C=C1/CCCCC1=O)C1CC2CCC1C2` (stereo not given) gave PL biosyn Enam inactive.
Screening CC1SC(=S)NN1c1ccccc1 (stereo not given) returned PL biosyn Enam inactive.
`CCCn1c(SC(C)C(=O)C23CC4CC(CC(C4)C2)C3)n[nH]c1=O` (stereo not given) gave PL biosyn Enam inactive.
For O=S1(=O)CN(c2ccccc2)CS(=O)(=O)CN(c2ccccc2)CS(=O)(=O)CN(c2ccccc2)C1 the results were PL biosyn Enam inactive.
Screening CN(Cc1ccccc1)C(=NC1(C(Cl)(Cl)Cl)Oc2ccccc2O1)C(F)(F)F returned PL biosyn Enam inactive.
Screening Cc1c2c(c(C)n1-c1ccccc1)P(=Nc1ccc([N+](=O)[O-])cc1Br)(c1cc3ccccc3n1C)N(c1ccccc1)N=C2 (stereo not given) returned PL biosyn Enam inactive.
Cc1ccc(S(=O)(=O)OCC(C)(C)C)cc1 was read as PL biosyn Enam inactive.
O=C(CN1C(=O)NC2(CCCC2)C1=O)NC1=NCCS1 was read as PL biosyn Enam inactive.
Screening CCN(CC)S(=O)(=O)c1ccc2oc(=S)n(CN3CCOCC3)c2c1 returned PL biosyn Enam inactive.
`COC(=O)c1c(N)sc2c1CCN(C(=O)OC(C)(C)C)C2` gave PL biosyn Enam inactive.
Screening O=C1N2CN(C3CCCCC3)CN=C2SC1(CO)CO returned PL biosyn Enam inactive.
`CN(C)CCCNC(N)=S` gave PL biosyn Enam inactive.
`Cc1ccnc(SCc2cn3cc(Br)ccc3n2)n1` gave PL biosyn Enam inactive.
For O=C1NC(=S)S/C1=C\c1ccc(OC(F)F)cc1OC(F)F the results were PL biosyn Enam inactive.
For CC(C)(C)C1=CC(=O)C(N2CCOCC2)=CC1=O the results were PL biosyn Enam inactive.
For O=C(COC(=O)c1ncc(Cl)c(Cl)c1Cl)NC1CC1 the results were PL biosyn Enam inactive.
Screening Clc1ccc2c(N/N=C3/CCCc4ccccc43)ccnc2c1 returned PL biosyn Enam inactive.
For O=[N+]([O-])c1cc(S(=O)(=O)N2CCCCCC2)ccc1Oc1ccc2c(c1)OCO2 the results were PL biosyn Enam inactive.
Screening Cn1nnnc1SCc1cc([N+](=O)[O-])cc2c1OCOC2 returned PL biosyn Enam inactive.
Screening Cc1cc(C)nc(N/N=C/c2cc(Br)cc(Br)c2O)n1 returned PL biosyn Enam inactive.

The last two records of the part above come first, to join the parts.
Screening Cn1nnnc1SCc1cc([N+](=O)[O-])cc2c1OCOC2 returned PL biosyn Enam inactive.
Screening Cc1cc(C)nc(N/N=C/c2cc(Br)cc(Br)c2O)n1 returned PL biosyn Enam inactive.
`COC(=O)Cn1cnc2sc3c(c2c1=O)CCCC3` gave PL biosyn Enam inactive.
For CC(C)CN1CCOC(CSc2nc3sc4c(c3c(=O)n2C)CCC4)C1 (stereo not given) the results were PL biosyn Enam inactive.
`Cc1ccc(-n2nc(C)c3c2N=C2C(Cl)=CC(Cl)=CN2C3c2ccc(Cl)cc2Cl)cc1` (stereo not given) gave PL biosyn Enam inactive.
`C=CCn1c(C)cc(C(=O)Cn2c(=O)/c(=C\c3ccsc3)s/c2=C\C(=O)C(C)(C)C)c1C` gave PL biosyn Enam inactive.
`Cc1cc(N/C=C(\Br)C(=O)C(F)(F)F)no1` gave PL biosyn Enam inactive.
CCOC(=O)c1c(C)[nH]c(C2=NNC(=NC(C)COC)SC2)c1C (stereo not given) was read as PL biosyn Enam inactive.
CCC(C)Cc1c(C)sc2[nH]c(=S)[nH]c(=O)c12 (stereo not given) was read as PL biosyn Enam inactive.
Screening COc1ccc(CN=C2NN=C(c3ccc(Cl)c(Cl)c3)CS2)cc1 returned PL biosyn Enam inactive.
Screening CC1CCC2(CC1)NC(=O)N(CC(=O)N1CCC3CCCCC3C1)C2=O (stereo not given) returned PL biosyn Enam inactive.
Screening Clc1ccc(-c2nc3ncc(Br)cc3[nH]2)cc1 returned PL biosyn Enam inactive.
O=C1OC(c2cccc(Br)c2)=N/C1=C\c1ccc(-c2ccccc2)cc1 was read as PL biosyn Enam inactive.
For CC1Sc2nnc(C(C)(C)C)n2N=C1c1ccc(Cl)cc1 (stereo not given) the results were PL biosyn Enam inactive.
O=C(NC1CCCCC1)C12CC3CC(CC(C3)C1)C2 was read as PL biosyn Enam inactive.
Screening c1nc(Sc2nnc(NCC3CCCO3)s2)c2ccsc2n1 (stereo not given) returned PL biosyn Enam inactive.
CCOC(=O)c1[nH]c(C)c(C(=O)OCC(=O)c2cc(C)n(-c3nccs3)c2C)c1C was read as PL biosyn Enam inactive.
Screening CC(C)N(CCNS(=O)(=O)c1ccccc1)C(C)C returned PL biosyn Enam inactive.
CC1(C)C2CC=C(/C=N/NC(N)=S)C1C2 (stereo not given) was read as PL biosyn Enam inactive.
For O=C(COC(=O)c1ccc([N+](=O)[O-])o1)NCC1CCCO1 (stereo not given) the results were PL biosyn Enam inactive.
Screening Cc1sc2ncnc(SCC(=O)O)c2c1C returned PL biosyn Enam inactive.
Screening COC(=O)c1c(NC(=O)COC(=O)C23CC4CC(CC(Br)(C4)C2)C3)sc2c1CCC2 returned PL biosyn Enam inactive.
Screening O=S(=O)(NN1CCOCC1)c1ccc2ccccc2c1 returned PL biosyn Enam inactive.
Screening COc1ccc(-c2cn3c4ccc(F)c(F)c4n4c3c2CCCC4)cc1 returned PL biosyn Enam inactive.
Screening CC(C)NC(=O)NC(=O)CSc1nnc(C(F)(F)F)n1C returned PL biosyn Enam inactive.
`Cc1csc2nc(COC(=O)C34CC5CC(CC(Cl)(C5)C3)C4)cc(=O)n12` gave PL biosyn Enam inactive.
For Cc1noc(C)c1CSc1ncnc2sc3c(c12)CCCCC3 the results were PL biosyn Enam inactive.
`CC1=Nc2cccc3cccc(c23)N1c1ccccc1` gave PL biosyn Enam inactive.
`COCCn1c(C)cc(C(=O)COC(=O)Cn2c(C)csc2=O)c1C` gave PL biosyn Enam inactive.
`O/C(=C\c1nc2ccccc2[nH]1)C(F)(F)F` gave PL biosyn Enam inactive.
For S=C1NC2Nc3ccccc3C2=NN1CC1CCCO1 (stereo not given) the results were PL biosyn Enam inactive.
S=c1oc2ccc(Cl)cc2n1CN1CCc2ccccc2C1 was read as PL biosyn Enam inactive.
`O=c1oc2ccc(O)cc2s1` gave PL biosyn Enam inactive.
`Cc1nnc(C)n1/N=C/c1ccc([N+](=O)[O-])o1` gave PL biosyn Enam inactive.
Screening C=CCSc1nnc(-c2c[nH]c3ccccc23)n1C1CC1 returned PL biosyn Enam inactive.
For Cn1c(O)c(C=Nc2cnccn2)c(=O)n(C)c1=O the results were PL biosyn Enam inactive.
Screening CN(CC1CC2CCC1C2)C(=O)C1CCN(S(=O)(=O)c2cccs2)CC1 (stereo not given) returned PL biosyn Enam inactive.
S=c1n(/N=C/c2c3ccccc3cc3ccccc23)cnn1Cc1ccccc1Cl was read as PL biosyn Enam inactive.
Screening c1ccc(NN=C(N=Nc2nn[nH]n2)c2ccccc2)cc1 returned PL biosyn Enam inactive.
`CN1C(=O)N(CC(=O)Nc2nccs2)C(=O)C12CCCCC2` gave PL biosyn Enam inactive.
O=S(=O)(c1ccc(OC(F)(F)F)cc1)N1CCCc2ccccc21 was read as PL biosyn Enam inactive.
For O=C(C(C(=O)N1CCCCC1)C12CC3CC(CC(C3)C1)C2)N1CCCCC1 the results were PL biosyn Enam inactive.
`O=c1[nH]c(CSc2nnc(Cc3cccs3)n2C2CCCCC2)nc2ccsc12` gave PL biosyn Enam inactive.
Cc1ccc(-c2csc3nc(CSc4nnnn4C4CC4)[nH]c(=O)c23)s1 was read as PL biosyn Enam inactive.
COc1ccccc1-n1c(-c2ccccc2)c[n+]2c1CCc1ccccc1-2 was read as PL biosyn Enam inactive.
For Cc1cc(C)nc(N/N=C/c2c(N3CCCC3)nc3c(C)cccn3c2=O)n1 the results were PL biosyn Enam inactive.
Screening COC(=O)c1c(CC(C)C)csc1N returned PL biosyn Enam inactive.
COc1ccc2c(-c3ccccc3)cc(Oc3ccc(Br)cc3Br)nc2c1 was read as PL biosyn Enam inactive.
CCOC(=O)C1=C(COC(=O)c2cc3c(s2)CCC3)NC(=O)NC1C (stereo not given) was read as PL biosyn Enam inactive.
Screening C[N+](C)(C)NC(=O)NCCCCCCCCCNC(=O)N[N+](C)(C)C returned PL biosyn Enam inactive.
CCC(=O)N(c1nnc(SCC(=O)c2cc(C)n(C3CC3)c2C)s1)C1CC1 was read as PL biosyn Enam inactive.
CCN(CC)S(=O)(=O)c1ccc2oc(=S)n(CN(C(C)C)C(C)C)c2c1 was read as PL biosyn Enam inactive.
For O=C(O)CSc1ncnc2c1oc1ccccc12 the results were PL biosyn Enam inactive.
Cc1cc(N/N=C/c2ccccn2)nc2ccccc12 was read as PL biosyn Enam inactive.
Cc1sc2nc(/C=C/c3ccco3)oc(=O)c2c1C was read as PL biosyn Enam inactive.
For CC(=O)c1c(C)[nH]c(C(=O)OC2CCCCC2=O)c1C (stereo not given) the results were PL biosyn Enam inactive.
For Cc1ccc(C)c(Cn2cnc3cc(C)c(C)cc32)c1 the results were PL biosyn Enam inactive.
Screening Clc1cc(CSc2nc3ccccc3o2)cc2c1OCCO2 returned PL biosyn Enam inactive.
`Cc1cc2nc(SC3CCCC3)c3ccccc3n2n1` gave PL biosyn Enam inactive.
`C/C(=N\Nc1ncnc2sc(C)c(C)c12)c1ccc(Cl)s1` gave PL biosyn Enam active.
For CCOC(=O)C(=O)NNC(=O)OC the results were PL biosyn Enam inactive.
For O=C([C@@H]1CCCN1C1=NS(=O)(=O)c2ccccc21)N1CCN(c2ncccn2)CC1 the results were PL biosyn Enam inactive.

Structural class: those above containing a furan ring, fused or not (four)
For O=C(COC(=O)c1ccc([N+](=O)[O-])o1)NCC1CCCO1 (stereo not given) the results were PL biosyn Enam inactive.
`Cc1nnc(C)n1/N=C/c1ccc([N+](=O)[O-])o1` gave PL biosyn Enam inactive.
For O=C(O)CSc1ncnc2c1oc1ccccc12 the results were PL biosyn Enam inactive.
Cc1sc2nc(/C=C/c3ccco3)oc(=O)c2c1C was read as PL biosyn Enam inactive.

Continued.
For CC(NC(=S)Nc1ccc(OC(F)F)cc1OC(F)F)C(C)(C)C (stereo not given) the results were PL biosyn Enam inactive.
O=C(CSc1nnc(CN2CCCC2)o1)NC(=O)NCCC1=CCCCC1 was read as PL biosyn Enam inactive.
Screening C/C(=N\Nc1ccc([N+](=O)[O-])cc1[N+](=O)[O-])C12CC3CC(CC(C3)C1)C2 returned PL biosyn Enam inactive.
`Fc1ccc(/C=C/c2nc3cc(-c4ccccc4)ccc3o2)cc1` gave PL biosyn Enam inactive.
`Nc1nc(N)nc(-c2ccccc2)n1` gave PL biosyn Enam inactive.
Screening CCN(CC)P(=NC(=S)N1CCCC1)(c1ccccc1)N(CC)CC returned PL biosyn Enam inactive.
Screening CC(=O)c1c(C)[nH]c(C(=O)OCc2c(C)noc2C)c1C returned PL biosyn Enam inactive.
For O=[N+]([O-])c1ccccc1NS(=O)(=O)c1ccc2cccc3c2c1CC3 the results were PL biosyn Enam inactive.
Screening CCCCN(C(=O)NC(=O)NC(C)C1CC2CCC1C2)S(C)(=O)=O (stereo not given) returned PL biosyn Enam inactive.
Screening O=C(COc1ccc2c(c1)OCO2)N1N=C2/C(=C/c3ccco3)CCCC2C1c1ccco1 (stereo not given) returned PL biosyn Enam inactive.
`CC(C)/C=C1\CCCCC1O` (stereo not given) gave PL biosyn Enam inactive.
Screening Cc1sc2nc(/C=C/c3ccsc3)[nH]c(=O)c2c1C returned PL biosyn Enam inactive.
For Cc1cc(C=Nc2ccc(Br)cc2)c(C)n1C1CCCC1 the results were PL biosyn Enam inactive.
`O=c1[nH]c2cc([N+](=O)[O-])ccc2nc1N1CCCC1` gave PL biosyn Enam inactive.
CCNC(=S)N/N=C(\C)c1ccc[nH]1 was read as PL biosyn Enam inactive.
O=C(NC1=NCCS1)c1cc(Cl)ccn1 was read as PL biosyn Enam inactive.
For CNC(=O)NC(=O)Cn1cnc2sccc2c1=O the results were PL biosyn Enam inactive.
Screening C=CCn1c(CCCCCN2C(=O)c3cccc4cccc(c34)C2=O)n[nH]c1=S returned PL biosyn Enam inactive.
For Brc1ccccc1-c1nnc(SCc2ncc(-c3ccccc3)o2)o1 the results were PL biosyn Enam inactive.
CCC(NC(N)=O)C(=O)O (stereo not given) was read as PL biosyn Enam inactive.

4 compounds picked at random from the list so far, as already listed:
Screening C=CCn1c(CCCCCN2C(=O)c3cccc4cccc(c34)C2=O)n[nH]c1=S returned PL biosyn Enam inactive.
For CC(NC(=S)Nc1ccc(OC(F)F)cc1OC(F)F)C(C)(C)C (stereo not given) the results were PL biosyn Enam inactive.
CCC(NC(N)=O)C(=O)O (stereo not given) was read as PL biosyn Enam inactive.
Screening CCCCN(C(=O)NC(=O)NC(C)C1CC2CCC1C2)S(C)(=O)=O (stereo not given) returned PL biosyn Enam inactive.

(cont.)
For COc1cc(S(=O)(=O)N2CCN(C)CC2)c(OC)cc1Cl the results were PL biosyn Enam inactive.
For N=C(N)c1ccccc1 the results were PL biosyn Enam inactive.
O=S1(=O)N=C(N2CCC3(CC2)OCCO3)c2ccccc21 was read as PL biosyn Enam inactive.
`COc1cc(-c2nnc(CSc3nncs3)o2)cc(OC)c1OC` gave PL biosyn Enam inactive.
`O=C(CO)Nc1cc2[nH]c(=O)[nH]c2cc1Br` gave PL biosyn Enam inactive.
Cc1noc(C)c1CCC(=O)N1CCCC1c1cccs1 (stereo not given) was read as PL biosyn Enam inactive.
`Brc1ccc(-c2csc(=NCc3ccccc3)n2/N=C/C=C/c2ccccc2)cc1` gave PL biosyn Enam inactive.
`CS(=O)(=O)Nc1nc2ccccc2[nH]1` gave PL biosyn Enam inactive.
